BaF3 parental: counter-screen for JAK2V617F inhibitors: parental Ba/F3 viability inhibitors; CellTiter-Glo ATP luminescence; inhibition, % at 5.6 µM; 1.1% of 220,000 active; AID 1486;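 active = inhibition above a per-campaign cutoff, the mean inhibition of all tested compounds plus 3 SD, cut at about 27% in these data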;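 note: 0% = DMSO wells and 100% = JAK Inhibitor I control wells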
CHOP inhibitor: inhibitors of CHOP induction in ER stress response; CHO-K1 CHOP-promoter luciferase, tunicamycin-induced, 15-18 h; 3.8% of 220,000 active; inhibition, % at 10 µM; AID 2732;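 active = compounds that reduced the stress-induced luciferase reporter signal by more than about 70% of percent inhibition, limit read from the data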;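 note: 0% = tunicamycin plus vehicle and 100% = wells without tunicamycin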
p47phox inh: blocks human p47phox regulatory protein of NADPH oxidases. P14598. p47phox/p22phox peptide binding, fluorescence polarization, 2 h. inhibition, % at 24.7 µM. 0.53% of 220,000 active;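 active = inhibition above about 30%, limit read from the data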;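 note: 0% = p47phox with labelled peptide and 100% = labelled peptide alone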
Ba/F3 V617F tox: loss of viability in JAK2V617F-driven Ba/F3 cells; Ba/F3 EpoR-JAK2V617F viability, ATP luminescence; inhibition, % at 5.6 µM; 1.1% of 220,000 active; AID 1446;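 active = inhibition above the campaign mean plus 3 SD over all tested compounds, cut at about 24% in these data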;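 note: cytokine-independent growth of Ba/F3 cells driven by EpoR plus mutant JAK2; 0% = DMSO-treated cells and 100% = JAK inhibitor I control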
NPY-Y1 PAM-ag: potentiates or activates human NPY-Y1 receptor; P25929; NPY-Y1 expressing cells, potentiator/agonist activation; activation, % at 3.6 µM; 0.37% of 220,000 active; in the data active = activation above about 33%, passing the limit was not always enough;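 note: cells stimulated with NPY at EC10 then isoproterenol at EC100; 0% = low agonist plus stimulus and 100% = saturating agonist plus stimulus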
Target sequence (P25929 whole entry, looked up): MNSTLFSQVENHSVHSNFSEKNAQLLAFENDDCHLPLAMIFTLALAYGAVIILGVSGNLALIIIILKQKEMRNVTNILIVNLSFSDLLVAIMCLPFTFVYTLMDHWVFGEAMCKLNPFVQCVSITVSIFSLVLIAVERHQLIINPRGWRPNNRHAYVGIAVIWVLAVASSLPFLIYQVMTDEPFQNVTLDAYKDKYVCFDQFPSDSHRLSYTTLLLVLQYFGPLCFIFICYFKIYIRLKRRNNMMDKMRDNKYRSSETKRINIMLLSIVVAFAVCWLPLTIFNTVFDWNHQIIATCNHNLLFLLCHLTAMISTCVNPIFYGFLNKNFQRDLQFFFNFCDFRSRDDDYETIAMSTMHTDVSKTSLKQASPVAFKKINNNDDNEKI
S1P4 antag: antagonists of human S1P4 receptor. O95977. S1P4-expressing cells, antagonist mode, reporter read-out. inhibition, % at 4.98 µM. 0.26% of 220,000 active. AID 1510; in the data active = inhibition above about 29%;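 note: 0% = wells stimulated with agonist and 100% = vehicle wells without agonist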
Target sequence (O95977 whole entry, looked up): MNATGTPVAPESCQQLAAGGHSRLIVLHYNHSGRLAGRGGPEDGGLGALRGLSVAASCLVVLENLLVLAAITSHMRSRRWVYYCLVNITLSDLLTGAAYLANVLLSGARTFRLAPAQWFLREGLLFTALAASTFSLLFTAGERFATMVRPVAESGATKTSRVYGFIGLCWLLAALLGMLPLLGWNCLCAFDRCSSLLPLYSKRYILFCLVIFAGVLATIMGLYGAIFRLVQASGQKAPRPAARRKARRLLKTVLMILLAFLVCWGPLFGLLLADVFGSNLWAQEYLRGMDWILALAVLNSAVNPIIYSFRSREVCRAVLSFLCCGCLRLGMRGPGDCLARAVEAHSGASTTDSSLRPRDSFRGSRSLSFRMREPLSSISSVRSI
NPY2 pot ag: potentiators or agonists of human neuropeptide Y receptor Y2 | P49146 | cells expressing NPY-Y2, potentiator/agonist read-out | activation, % at 3.6 µM | 0.45% of 220,000 active; in the data active = activation above about 27%;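 note: cells stimulated with NPY near EC25 plus isoproterenol at EC100; 0% = vehicle plus submaximal agonist and 100% = vehicle plus saturating agonist; some results beyond the cut were filed as inactive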
S1P4 agonist: agonists of human S1P4 receptor; O95977; S1P4-expressing cell line, agonist reporter assay; activation, % at 4.98 µM; 0.35% of 220,000 active; AID 1509; in the data active = activation above about 11%;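 note: 0% = DMSO vehicle and 100% = reference agonist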
NPY Y1 blocker: antagonists of human neuropeptide Y receptor Y1 | AID 1040 | HEK293-CNG Y1 cells, membrane potential fluorescence; NPY at EC95, then isoproterenol | P25929 | 1% of 200,000 active | inhibition, % at 3.6 µM;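 active = inhibition above the campaign mean inhibition of all tested compounds plus 3 SD, cut at about 20% in these data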;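 note: 0% = DMSO wells given NPY plus isoproterenol and 100% = isoproterenol alone without NPY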
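Assay system: HEK293 cells with Y1 receptor plus CNG channel | Probe or stimulus: NPY (25 nM), isoproterenol (1 µM), Ro 20-1724 (25 µM) | Timing: Compound incubation 1 h at room temperature, readout 45 min post-stimulation | Measured by: Membrane-potential fluorescent dye readout | Benchmarks: High control isoproterenol alone, low control NPY with isoproterenol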
Numbers without * were called inactive; . = no result given.

SMILES	BaF3 parental	CHOP inhibitor	p47phox inh	Ba/F3 V617F tox	NPY-Y1 PAM-ag	S1P4 antag	NPY2 pot ag	S1P4 agonist	NPY Y1 blocker
CCOc1ccc(Cn2c(C)nc([N+](=O)[O-])c2SCC(O)CCl)cc1[N+](=O)[O-] (centres undefined)	4.8	6.3	-21.8	2.7	-17.4	5.6	-0.5	0.6	-0.7
COc1nnc(-c2ccc(N3CCOCC3)c(NC(=O)C3CCCCC3)c2)c2ccccc12	0.8	27.6	5.7	1.8	16.9	-4.6	-13.5	-2.6	3.5
CCOC(=O)c1c(NC(=O)CSc2nnc(C)c(=O)[nH]2)sc2c1CCCC2	4.8	15.8	-12.5	-2.1	7.1	0.3	-26.4	-0.4	13.5
Cc1ccc(NC(=O)Cn2nnc3ccccc32)cc1	12.7	-9.4	-4.0	-0.6	2.1	-6.3	-14.1	-0.2	-1.9
CN(C)CCCN(Cc1cc2cc3c(cc2[nH]c1=O)OCO3)C(=S)Nc1ccccc1	6.9	0.8	-15.7	3.9	-12.6	-7.4	-18.0	0.3	9.2
Cc1cc(C)cc(C(=O)NC(=S)Nc2ccc3c(c2)OCCO3)c1	3.7	-62.6	-5.5	2.0	-14.8	-12.5	-8.7	1.6	6.3
CCN(CC)S(=O)(=O)c1ccc(OC)c(NC(=O)COc2ccccc2[N+](=O)[O-])c1	7.8	-34.6	-11.2	1.3	3.9	-13.2	2.7	-0.1	14.5
CCOC(=O)c1sc2ncnc(N3CCN(C)CC3)c2c1C	3.9	19.5	0.5	4.1	-0.2	-3.7	-7.6	-0.1	3.3
Cc1cc(-c2nnc3n2N=C(C(C)(C)C)CS3)n[nH]1	7.0	9.8	0.2	5.5	13.1	3.2	11.5	-0.3	-0.8
Cc1ccc(/C(O)=C/c2nc3cc(C)ccc3oc2=O)cc1	3.5	5.7	-65.8	-4.4	-2.0	6.3	-5.0	1.1	.
O=C(O)c1ccccc1-c1ccccc1C(=O)NCc1cccnc1	5.7	22.9	4.1	-3.0	15.9	7.1	6.7	0.8	1.6
Cc1ccc(NC2=NCCCCC2)cc1C	2.8	3.3	-7.8	1.3	18.8	-10.1	0.6	-0.3	0.4
CCC1CCc2c(sc3nc(SCC(=O)NCc4ccco4)n(-c4ccccc4)c(=O)c23)C1 (centres undefined)	5.0	29.1	10.0	-1.4	-0.1	1.9	0.3	1.9	6.3
Cc1ccc(C(=O)NCC(=O)OCC(=O)NCCc2ccccc2)s1	4.9	43.1	-3.5	-1.4	-1.1	-6.7	-4.8	1.7	-6.1
Cc1nc(N2CCN(C)CC2)c2sc(=S)n(-c3ccccc3)c2n1	5.0	-12.9	-9.8	4.7	8.9	-16.0	4.9	1.4	5.2
CCOC(=O)c1cccc(Nc2ncnc3ccc(C)cc23)c1	6.8	6.0	-43.3	2.1	-9.3	-1.5	-10.7	0.9	1.3
CC(Oc1ccc(F)cc1)C(=O)/C=C\N(C)C (centres undefined)	2.4	-13.7	-10.0	-4.8	9.6	5.8	3.0	-0.7	11.9
CCCc1nc2sc3c(c2c(=O)n1NC(=O)CCC(=O)OC)CCCC3	-3.1	18.4	-7.7	-3.5	2.2	14.4	3.3	0.6	.
CC(C)C(=O)Nc1ccc(C(=O)NNC(=O)NC2CCCCC2)cc1	-0.9	-5.9	6.0	-1.6	10.7	5.0	3.9	1.3	1.5
N#CC1=C(N)Oc2cc(O)ccc2C1c1cccnc1 (centres undefined)	2.9	6.0	-7.2	-4.2	5.9	14.2	0.9	0.8	-2.4
CC(C)N1CCC(N2CCN(Cc3ccc4nsnc4c3)CC2CCO)CC1 (centres undefined)	2.4	29.7	-6.6	2.7	-3.4	6.7	-6.0	1.0	6.7
O=C(Nc1cccc(Cl)c1Cl)C1CCN(c2ncccn2)CC1	5.3	25.9	-3.8	-1.9	3.7	-14.0	5.1	-0.5	5.2
Cc1onc(-c2ccccc2Cl)c1C(N)=O	2.5	33.8	-23.6	-1.1	34.6	-11.5	-17.4	1.9	-0.3
Cc1ccc(C)c(OCc2nc3ccc(S(=O)(=O)Nc4c(C)n(C)n(-c5ccccc5)c4=O)cc3[nH]2)c1	9.8	9.6	2.0	3.4	10.3	-15.1	-2.1	1.9	0.7
C=CCn1c(COc2ccc(Cl)cc2)nnc1SCC(=O)Nc1ccc(S(N)(=O)=O)cc1	6.8	-21.8	-4.7	1.2	-8.2	6.4	-6.6	-0.9	-1.1

Next part:
SMILES	BaF3 parental	CHOP inhibitor	p47phox inh	Ba/F3 V617F tox	NPY-Y1 PAM-ag	S1P4 antag	NPY2 pot ag	S1P4 agonist	NPY Y1 blocker
CC1=CCC(Cc2nc3ccccc3o2)C1(C)C (centres undefined)	1.5	22.5	12.4	-4.2	6.8	17.9	8.3	0.2	0.2
COc1ccc(NC(=O)C2(c3cccs3)CCOCC2)cc1	-2.2	43.7	-3.3	-1.7	9.4	3.2	17.3	1.5	0.7
C1CN(c2nc(N3CCOCC3)nc(N3CCOCC3)n2)CCO1	-3.9	1.2	-6.5	-5.5	16.1	7.9	-7.8	0.3	.
CCc1cc2c(NCCN3CCCCC3)ncnc2s1	3.5	2.7	1.7	-1.8	0.0	2.3	-5.2	-2.0	-0.8
O=S(=O)(NCc1ccco1)c1ccc(Cl)nc1	1.2	-9.6	8.6	-6.6	13.7	-17.5	4.6	-1.2	3.1
Cn1nnc2cc(C(=O)NC(C)(C)C)ccc21	0.1	-9.0	-9.6	-4.3	-13.7	-11.7	2.5	1.5	3.6
O=C(CSc1nc(-c2ccco2)cc(C(F)(F)F)n1)N1CCCc2ccccc21	4.0	37.8	-13.4	-3.0	-35.0	-23.7	0.0	-1.6	3.6
NC(=O)C1CC(=O)N(c2ccc(OCc3c(Cl)cccc3Cl)cc2)C1 (centres undefined)	6.4	-16.3	-7.3	-0.1	12.0	-13.4	6.2	2.8	1.5
NC(=O)C(=O)N/N=C/c1c[nH]c2ccc(Br)cc12	-3.6	33.1	-22.0	-2.4	-0.3	-19.5	5.8	1.0	4.6
COc1ccc(CCNC(=O)C2CC(c3ccccc3[N+](=O)[O-])=NO2)cc1 (centres undefined)	7.0	-26.1	3.7	0.9	15.2	-13.9	-0.5	-0.1	-0.3
COc1ccc(C(=O)Cn2c(=O)c(CCC(=O)O)nn3c4ccccc4nc23)cc1OC	4.5	0.0	-4.0	1.0	-4.9	-10.3	8.5	-0.1	5.0
CNC(=O)/C(C#N)=C1/SC(Cc2ccc(F)cc2)C(=O)N1c1ccccc1 (centres undefined)	2.8	2.7	-12.6	3.1	2.2	1.7	2.9	1.1	.
O=C(Nc1ccc(S(=O)(=O)Nc2nccs2)cc1)c1ccc(N2C(=O)c3ccccc3C2=O)cc1	0.7	-26.1	-79.0	3.8	9.4	-3.8	-12.5	0.2	1.9
CN1CCN(NC(=O)c2ccccc2F)CC1	1.1	-6.5	-4.7	-1.6	31.4	-39.8	13.2	0.6	3.9
C/C(=N\NC(=O)c1ccc(CSc2nc(C)cc(C)n2)cc1)C1CCCCC1	3.1	18.1	-3.8	1.2	1.9	-36.8	-17.3	0.9	-2.3
COc1ccc(N2CCN(c3n[nH]c(N)n3)CC2)cc1	8.7	2.7	-8.7	-1.2	7.5	-4.1	24.3	0.6	0.7
COc1ccc(N2CCN(C(CNC(=O)C(=O)NCCC3=CCCCC3)c3ccco3)CC2)cc1 (centres undefined)	1.4	87.0*	-5.4	-3.8	10.5	-2.2	2.9	1.3	4.2
CN(C)CCNc1ncnc2c1cnn2-c1ccc(Cl)cc1	10.3	-56.2	-10.5	10.8	23.5	15.4	10.6	-1.3	-6.2
Nc1nnn(CC(=O)N/N=C/c2cn[nH]c2-c2ccccc2)n1	-3.2	15.2	-7.0	0.5	0.3	-9.2	-19.1	-2.9	.
CC(=O)NCCC(=O)N1CCCC(CNC(=O)c2ccc(-c3ccccc3)cc2)C1 (centres undefined)	4.2	1.9	2.0	-1.7	-4.2	-8.7	-5.2	1.1	-2.9
Cc1cc(C)nc(NC(=O)c2ccc3c(c2)OCO3)c1	11.6	8.0	-9.6	2.8	14.2	-22.9	3.4	-1.1	-1.5
CCOC(=O)N1CCN(CCC(=O)Nc2ccc(OC(F)(F)F)cc2)CC1	1.9	7.3	-5.2	-1.6	-3.0	-2.1	-9.2	2.6	1.9
O=C(O)c1ccc(CNC(=O)c2ccccc2NC(=O)c2ccc([N+](=O)[O-])cc2)cc1	5.6	4.4	-7.1	3.5	6.9	-18.3	-2.4	1.8	2.7
C=CCn1c(SCC(=O)NCCC2=CCCCC2)nc2ccc(Cl)cc2c1=O	2.4	-4.1	2.6	-4.6	-8.6	-24.3	1.5	0.1	11.3
COc1ccc(NC(=O)c2ccc(-c3ccccc3)cc2)cc1S(=O)(=O)N1CCOCC1	5.7	22.5	-10.5	0.9	-1.2	-12.8	-9.5	-0.6	6.6

Next part.
SMILES	BaF3 parental	CHOP inhibitor	p47phox inh	Ba/F3 V617F tox	NPY-Y1 PAM-ag	S1P4 antag	NPY2 pot ag	S1P4 agonist	NPY Y1 blocker
O=c1c2[nH]c3ccccc3c2ncn1Cc1cccnc1	5.2	37.0	-7.3	2.0	10.9	13.4	-1.4	0.3	5.6
O=C(NC(=S)Nc1cccnc1)c1cccs1	5.3	19.1	-5.5	-0.1	-2.5	-8.6	-1.5	-0.8	-0.8
O=C(Nc1cnccn1)C1c2ccccc2Oc2ccccc21	3.4	-14.5	-3.5	-2.7	-21.9	9.1	1.0	-0.6	2.9
COc1ccc(N=C(N(C)C)P(=O)(N(C)C)N(C)C)cc1	5.6	36.2	-14.1	6.0	14.7	-1.3	-4.8	1.0	7.3
CC1(C)CC(=O)C(C=NCC2CCCO2)=C(O)C1 (centres undefined)	1.8	-10.1	12.1	4.8	-4.8	-3.2	0.5	-0.4	8.4
CCOC(=O)c1nnn(-c2nonc2N)c1-c1ccc(Br)cc1	10.7	14.5	-6.9	8.0	-13.4	1.8	-7.0	-0.8	-1.2
O=C(CSc1nnc(-c2ccncc2)o1)NCc1ccc(Cl)cc1	-0.1	29.4	-11.3	-2.1	4.6	-4.5	2.7	0.0	1.6
COC(=O)c1sc(C(F)(F)F)c(-c2ccccc2)c1S(=O)(=O)N(C)C	-1.1	21.3	2.0	-1.5	5.3	-1.7	-5.2	-0.2	.
COc1ccccc1Cn1cccc1C=O	4.7	-16.5	13.2	3.1	-14.2	-6.8	-14.3	1.4	14.4
COc1ccccc1Cc1nc(-c2ccc(Br)o2)no1	4.1	35.3	-21.2	-0.2	-14.5	-12.6	-13.2	2.1	8.3
CCN(CC)S(=O)(=O)c1cccc(NC(=O)c2ccc(C#N)cc2)c1	2.8	6.7	-3.3	2.6	-13.6	-7.4	-23.5	0.4	22.2*
Cc1c(C(=O)NCCCN2CCOCC2)oc2c1C1(CCC2)SCCS1	5.7	5.1	-10.4	-3.8	-4.3	-14.8	-1.5	2.4	1.9
O=C(/C=C/Nc1ccccc1)c1ccccc1	4.5	36.6	-3.3	-3.0	16.0	-9.3	-6.2	0.6	5.3
O=C(NC(=O)c1ccc(C(F)(F)F)cc1)Nc1ccc(-c2cnco2)cc1	-4.0	-12.0	-2.9	-3.2	-26.3	-4.4	-2.6	-2.2	.
O=C(NC(NC(=S)Nc1ccccc1O)C(Cl)(Cl)Cl)c1ccco1 (centres undefined)	2.1	-18.4	-9.0	1.0	0.6	-11.3	1.1	0.8	2.5
COc1cc(S(=O)(=O)N2CCN(c3ccccc3)CC2)ccc1F	4.2	26.6	3.9	2.0	13.4	-5.9	11.2	0.5	-4.1
